# Wee1 degr inh = blocks degradation of human Wee1 kinase; AID 1321; actives 1.2% (n = 220,000); HeLa Luc-Wee1K328M stability, luciferase luminescence; 100% = proteasome inhibitor MG132 effect; P30291; reporter increase, % at 5 µM;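 active = activation above the mean of all tested compounds plus 3 SD, set per screening run, cut at about 8.8% in these data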;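 also: cells exposed to compound for 20 h before luminescence read; 0% = DMSO alone and 100% = MG132 at 30 µM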
# 14-3-3 Bad PPI = disrupts binding of bovine 14-3-3 zeta to phospho-Bad peptide; AID 781; P63103; inhibition, % at 21.7 µM; TR-FRET 14-3-3zeta/Dy647-pBad peptide displacement, 1 h; actives 0.71% (n = 220,000);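 active = inhibition above about 70%, limit read from the data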;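 also: 0% = full 14-3-3 plus peptide FRET controls and 100% = background without 14-3-3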
# p97 ATPase inh = human p97 ATPase inhibition | P55072 | recombinant p97 ATPase, Kinase-Glo ATP luminescence, 3 h | inhibition, % at 8 µM | actives 0.42% (n = 220,000); in the data active = inhibition above about 15%;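 also: 0% = DMSO vehicle and 100% = wells lacking enzyme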
# FXIa inh 1536 = inhibitors of human coagulation factor XIa. actives 0.14% (n = 220,000). purified FXIa, Boc-Glu-Ala-Arg-AMC fluorogenic substrate. inhibition, % at 5 µM. P03951. AID 798;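 active = inhibition of at least 40%; inactive = inhibition below 40%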;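 also: fluorescence of freed AMC excited at 355 nm; 0% = enzyme without compound and 100% = no enzyme blank; many of its hits are not listed in these tables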
# Rad51 HR inh = blocks human Rad51 in homologous recombination | AID 1385 | actives 0.085% (n = 200,000) | Q06609 | hRad51 DNA strand exchange, fluorescence dequenching | inhibition, % at 10 µM;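 active = inhibition above 40% at the single screening dose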;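 also: 0% = DMSO control wells and 100% = blanks with heterologous ssDNA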
#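 material = hRad51 filaments on single-stranded DNA | reagent = Donor/quencher-labelled 47-bp dsDNA substrate | compound = 10 µM final, single point | schedule = strand-exchange reaction 15 min at room temperature | measured by = fluorescein emission 520 nm, excitation 485 nm | read-out basis = % inhibition versus plate control and blank means | benchmarks = plate controls and plate blanks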
# Mdm2 ligase inh = blocks human Mdm2 ubiquitin ligase activity. signal enhancement, % at 5 µM. AID 1230. cell-based MDM2 ubiquitination luciferase reporter, 2 h; 0 = plate control, 100 = twice control, blank-subtracted. actives 0.11% (n = 210,000);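 active = signal enhancement of 30% or more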;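 also: luminescence tracks abundance of the self-degrading MDM2-luciferase fusion protein; higher signal means inhibition of MDM2 E3 ligase activity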
#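 Assay system: stable mammalian line carrying autodegrading MDM2–luciferase fusion reporter; Input: 2000 cells in each well; Compound dosing: single-point 5 µM; Schedule: 2 h compound exposure at 37 °C; Signal: SteadyLite luciferase luminescence after 15 min room-temperature reagent incubation; Evaluation: % luminescence enhancement versus blank-corrected plate control mean; Benchmarks: plate controls and plate blanks.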
# FXIIa inh 1536 = blocks human coagulation factor XIIa protease activity | P00748 | purified FXIIa, Boc-QGR-AMC fluorogenic substrate, 2 h | inhibition, % at 5 µM | actives 0.3% (n = 220,000) | AID 800; in the data active = inhibition above about 40%;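 also: 0% = enzyme with no compound and 100% = blank without enzyme; many of its hits are not listed in these tables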
# eIF4E 4G PPI = blocks eIF4E binding to eIF4G. P63073+Q04637. TR-FRET eIF4E-eIF4GI(517-606) binding, 2 h. inhibition, % at 21.7 µM. actives 0.37% (n = 220,000). AID 782;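 active = inhibition above about 30%, limit read from the data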;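 also: 0% = full FRET control wells and 100% = background wells lacking eIF4GI fragment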
# Target sequence (P63073 whole entry, looked up, the tested form may be a part): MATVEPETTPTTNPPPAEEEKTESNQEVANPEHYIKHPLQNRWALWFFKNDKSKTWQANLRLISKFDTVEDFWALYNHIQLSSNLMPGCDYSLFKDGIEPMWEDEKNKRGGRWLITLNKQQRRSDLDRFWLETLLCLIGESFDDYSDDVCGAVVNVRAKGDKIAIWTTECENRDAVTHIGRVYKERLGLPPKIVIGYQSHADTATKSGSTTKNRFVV
# Target sequence (Q04637 whole entry, looked up, the tested form may be a part): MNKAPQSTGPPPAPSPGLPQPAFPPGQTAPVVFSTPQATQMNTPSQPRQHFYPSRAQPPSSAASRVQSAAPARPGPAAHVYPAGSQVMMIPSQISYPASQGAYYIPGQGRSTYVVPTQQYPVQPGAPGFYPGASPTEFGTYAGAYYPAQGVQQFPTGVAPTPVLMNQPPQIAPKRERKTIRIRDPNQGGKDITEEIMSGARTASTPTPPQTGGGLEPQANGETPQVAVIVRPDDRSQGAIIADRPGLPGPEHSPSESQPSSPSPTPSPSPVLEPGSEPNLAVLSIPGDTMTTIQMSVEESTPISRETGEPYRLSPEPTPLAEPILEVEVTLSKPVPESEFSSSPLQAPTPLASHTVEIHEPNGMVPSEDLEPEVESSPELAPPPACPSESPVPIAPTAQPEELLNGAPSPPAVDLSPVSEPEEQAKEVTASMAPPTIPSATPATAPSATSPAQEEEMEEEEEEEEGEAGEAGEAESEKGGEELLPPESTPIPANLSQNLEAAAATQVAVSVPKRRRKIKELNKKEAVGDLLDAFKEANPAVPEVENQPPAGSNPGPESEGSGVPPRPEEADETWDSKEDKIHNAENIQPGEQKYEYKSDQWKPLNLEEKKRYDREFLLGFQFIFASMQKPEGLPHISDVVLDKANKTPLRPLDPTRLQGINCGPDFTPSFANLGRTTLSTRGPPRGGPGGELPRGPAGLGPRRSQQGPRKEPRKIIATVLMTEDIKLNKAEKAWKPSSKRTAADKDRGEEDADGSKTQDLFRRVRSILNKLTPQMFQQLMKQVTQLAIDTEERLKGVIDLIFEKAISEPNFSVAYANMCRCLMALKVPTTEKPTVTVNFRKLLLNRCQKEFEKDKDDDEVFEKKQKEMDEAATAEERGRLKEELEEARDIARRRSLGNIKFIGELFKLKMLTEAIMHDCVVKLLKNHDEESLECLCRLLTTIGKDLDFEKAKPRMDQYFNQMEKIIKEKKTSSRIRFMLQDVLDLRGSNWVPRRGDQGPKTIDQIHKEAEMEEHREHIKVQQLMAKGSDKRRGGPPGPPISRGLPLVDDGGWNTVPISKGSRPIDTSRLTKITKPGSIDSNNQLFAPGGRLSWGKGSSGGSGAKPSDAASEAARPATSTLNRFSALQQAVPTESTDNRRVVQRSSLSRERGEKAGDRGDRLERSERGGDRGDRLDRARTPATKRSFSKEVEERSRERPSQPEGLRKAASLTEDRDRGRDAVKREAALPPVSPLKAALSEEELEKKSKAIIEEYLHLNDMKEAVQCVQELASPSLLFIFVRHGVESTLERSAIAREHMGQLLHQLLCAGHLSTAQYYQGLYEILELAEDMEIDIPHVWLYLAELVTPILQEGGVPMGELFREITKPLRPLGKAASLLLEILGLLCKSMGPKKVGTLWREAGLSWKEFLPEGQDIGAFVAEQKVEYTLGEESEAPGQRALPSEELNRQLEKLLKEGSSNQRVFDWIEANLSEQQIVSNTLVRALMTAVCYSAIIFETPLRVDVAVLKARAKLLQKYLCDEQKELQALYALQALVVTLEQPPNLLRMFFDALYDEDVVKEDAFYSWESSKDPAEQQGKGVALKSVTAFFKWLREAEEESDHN
# KLK5 inh = kallikrein 5 (human) inhibition | inhibition, % at 5 µM | recombinant hK5, fluorogenic AMC substrate cleavage | AID 873 | Q9Y337 | actives 0.59% (n = 210,000);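 active = inhibition of 40% or more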;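 also: 0% = enzyme controls without compound and 100% = no-enzyme blanks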
# Starred values were filed as active, the others as inactive; · = no result given; [ ] = another dose, or the depositor's remark.
SMILES,Wee1 degr inh,14-3-3 Bad PPI,p97 ATPase inh,FXIa inh 1536,Rad51 HR inh,Mdm2 ligase inh,FXIIa inh 1536,eIF4E 4G PPI,KLK5 inh
CCOc1ccc(-c2noc(=O)[nH]2)cc1,-4,-10,2,-10,-1,5,3,4,-3
C/C(=N\NC(=O)c1ccc(NS(=O)(=O)c2cccs2)cc1)c1ccc2c(c1)OCO2,1,7,4,-2,8,4,·,4,-1
COc1cc(/C=C2/C(=O)N(c3ccc([N+](=O)[O-])cc3)N=C2N2CCOCC2)ccc1O,8.9*,-10,0,10,-17,-14,25,9,24
CC(=O)Nc1ccc(NC(=O)CSc2ccc([N+](=O)[O-])cn2)cc1,0,7,0,2,6,·,11,-9,2
O=C(O)CSCNC(=O)C12CC3CC(CC(C3)C1)C2,-1,-23[fluorescence artefact?],1,-3,6,-15,-6,-2[fluorescence artefact?],-23
CC(C)NC(=S)N/N=C/c1ccc(C(C)(C)C)cc1,1,-6,2,2,10,-12,-3,-6,-2
O=C(COc1ccccc1)Nc1cccc2c1CCCC2,-2,-1,-3,-8,8,-24,2,-1,-11
N#CC(C#N)=C1NC2(CCCCC2)Cc2ccccc21,1,-4,1,4,-5,-3,11,-3,3
CC(=O)c1nc2ccccc2n1S(=O)(=O)c1ccc(C)cc1,-1,·,6,-24,-2,-18,-18,·,-13
COc1ccc(C)cc1C(=O)CCC(=O)Nc1ccccc1N1CCOCC1,1,-8,0,-16,-5,-10,-6,9,2
CCOc1cc(C(=O)NCc2ccc(C)cc2)ccc1OCC(=O)N1CCOCC1,4,-6,4,-9,3,-6,8,-4,-2
O=C1CN(c2ccc(Cl)cc2)C(=O)CN1NC(=S)Nc1ccc(Cl)cc1,-2,-1,3,4,3,5,24,-1[fluorescence artefact?],-4
N#Cc1cc2c(nc1SCC1COc3ccccc3O1)CCC2 (stereo not drawn),0,-17,5,1,0,·,4,7,-1
COc1ccc(CN(C(=S)Nc2ccccc2)C2CC(=O)N(c3ccc(Cl)cc3)C2=O)cc1 (stereo not drawn),-1,4,-1,-5,6,-10,-1,-6,-8
CCOC(=O)C1CCN(C(=O)c2cc3cc(Br)ccc3oc2=O)CC1,6,5,-1,-2,0,3,·,4,0
CC1=C(C(=O)OCc2ccccc2)C(/C=C/c2ccccc2)NC(=S)N1 (stereo not drawn),1,-8,7,4,4,-14,6,-2,-8
COc1ccc(C)cc1Nc1cc(C)nc2nc(C)nn12,0,0[fluorescence artefact?],-8,0,0,0,10,2[fluorescence artefact?],-10
CC(C)(C)NC(=O)CN(Cc1cccs1)C(=O)CN1C(=O)C(=O)c2ccccc21,-2,3,-4,5,-6,4,10,-3,-5
CCCC1(C(=O)OCC)NC(c2ccco2)C2C(=O)N(C)C(=O)C21 (stereo not drawn),-4,-4,2,-4,2,-13,-7,-2,-7
Cc1ccc(C(=O)Nc2nnc(-c3ccncc3)s2)o1,-1,·,-5,-12,1,-17,-14,·,-35
CCN1CCN(CCNC(=O)C2CCN(Cc3nc(-c4ccc(Cl)cc4)oc3C)CC2)CC1,1,8,0,4,·,-12,20,4,-2
Cc1cc(C(=O)N/N=C/c2cccn2C)n[nH]1,-1,-5,1,4,8,-9,16,-3,-5
Cc1ccc(S(=O)(=O)CC(=O)N2CCOCC2)cc1,-1,-1,1,-2,1,-2,11,1,3
CC(=O)n1cc(C(C[N+](=O)[O-])SCCN)c2ccccc21 (stereo not drawn),2,42,10,5,-6,-14,21,3,-11
Cc1cccc(-n2cc[nH]c2=S)c1C,-3,-7,-3,11,-4,-11,4,-1,-5
COC(=O)c1ccc(CNC(=O)CN(CCC(C)C)S(=O)(=O)c2ccc3c(c2)OCCO3)cc1,1,-19,-1,8,-2,3,12,3,-15
O=C(COC(=O)CCC(=O)c1ccc(F)cc1)Nc1cccc(S(=O)(=O)N2CCCC2)c1,3,2,1,-1,18,·,8,-8,4
CC(C)(C)NC(=O)NC(=O)COC(=O)c1cc[n+]([O-])cc1,0,9,0,0,14,-3,9,0,17
COc1cc2c(cc1OC)C(c1cccc(C)c1)CC(=O)N2 (stereo not drawn),2,-4,-2,0,1,-6,3,2,4
Cc1ccc(-n2nc(C)c(=O)c(-c3ccccc3)c2NC(=O)c2cccs2)cc1,-2,3,4,-1,-2,-17,2,5,0
COc1cccc(N2C(=O)C(O)=C(C(C)=O)C2c2ccc(OC)c(OC)c2)c1 (stereo not drawn),-2,36,-4,3,-4,-16,12,6,-11
O=c1oc(-c2ccccc2NS(=O)(=O)c2ccccc2)nc2ccccc12,-3,0,-5,5,-3,-10,15,1,11
Cc1ccccc1OCCCC(=O)Nc1ccc2c(c1)OCO2,5,-1,1,-8,-3,-6,-2,1,13
O=C(NCCCN1CCOCC1)c1ccccc1NS(=O)(=O)c1ccc(F)cc1,0,2,-6,-5,0,-8,2,-1,-6
CCN1CCN(C(=O)C(C)Nc2cc(Cl)c(OC)cc2OC)CC1 (stereo not drawn),4,-7,1,-4,-2,-15,-1,2,-9
COc1ccc(-c2nc3n(n2)C(c2ccccc2)C2=C(CCCC2=O)N3)cc1OC (stereo not drawn),-2,·,8,-4,-3,-11,-10,·,-21
Fc1ccccc1NC(=S)N(CCCN1CCOCC1)Cc1cccnc1,3,-10,4,-2,-12,-17,5,0,-1
O=C(O)c1cccnc1SC1CC(=O)N(c2cccc3ccccc23)C1=O (stereo not drawn),-5,6,-1,-2,-1,-19,5,1,-4
Cc1nc2c(-c3ccc(F)cc3)c(C)nn2c(C)c1CCC(=O)N1CCN(c2ccccn2)CC1,-1,13,8,-3,2,-11,19,-8,-2
CCOc1ccc(S(=O)(=O)NCCN2CCOCC2)c2ccccc12,3,18,0,4,-1,-15,13,-5,-16
O=C(CCCc1ccccc1)Nc1nnc(C(F)(F)F)s1,3,-11,1,4,-5,3,·,0,-3
CCCOc1ccc(N2CC(C(=O)Nc3ccccc3C(=O)NC)CC2=O)cc1 (stereo not drawn),-5,-4,5,-3,4,-7,4,1,0
Cc1onc(-c2c(F)cccc2Cl)c1C(=O)Nc1ccc(S(=O)(=O)Nc2ncccn2)cc1,-2,-9,2,6,-2,8,6,0[fluorescence artefact?],2
CCOC(=O)N1CCN(C(=O)C(c2ccccc2)c2ccccc2)CC1,0,0,-4,7,3,-1,11,-2,6
CCOC(=O)C1CCN(c2c(NCc3ccc(C(=O)NC4CCCC4)cc3)c(=O)c2=O)CC1,-1,1,-13,-2,-3,-6,9,-3,-20
CSCCC1NC(=O)N(CC(=O)Nc2ccc(Br)cc2Br)C1=O (stereo not drawn),0,-13,1,-5,·,-12,3,0,-4
O=C(Nc1sc2c(c1-c1nc3ccccc3[nH]1)CCCC2)C1CC1,0,-10,4,0,-8,·,2,-13,-1
CC(C)OC(=O)c1cccc(NC(=O)CSc2nnc(N)s2)c1,3,9,-2,34,-4,-92,103*,1,37
CN(C)S(=O)(=O)c1ccc(N2C(=O)CC2(/C=C/c2ccccc2)C(=O)NC2CCCC2)cc1 (stereo not drawn),-1,-10,5,2,12,6,5,16,-9
O=C(Nc1ccccc1)C1CC(=O)n2ncnc2N1 (stereo not drawn),-2,-6[fluorescence artefact?],-5,-2,-6,-10,1,-2,-6
COc1ccccc1NC(=O)c1cc2ccccc2o1,3,-9,0,-3,-3,·,5,-2,-11
Cc1ccccc1NC(=O)c1ccc(-c2ccc(Cl)cc2Cl)o1,0,8[fluorescence artefact?],-2,7,·,5,12,0,0
S=C(Nc1ccc(Cl)cc1)NC1CC2CCCC(C1)N2C1CCCC1 (stereo not drawn),-1,-8,2,8,8,-23,22,-5,-17
CC1=NN(C(=O)CCc2ccc3c(c2)OCO3)C(O)(C(F)(F)F)C1 (stereo not drawn),5,-19,1,11,-68,-5,4,-1,-8
CC(C)(C)c1cc(NC(=O)c2cc(F)c(F)c(F)c2F)no1,-2,5,5,7,-2,-12,16,-5,11
Nc1nc(NCCN2CCOCC2)nc(NCc2ccccc2)c1[N+](=O)[O-],-1,-1,2,-1,14,-6,9,3,1
CCOC(=O)c1nnn(-c2nonc2N)c1CSc1nnc(N)s1,-1,-16,4,-3,0,24,3,-2,-1
O=C(NCc1ccccc1)c1c[nH]c2cc3c(cc2c1=O)OCCO3,1,7[fluorescence artefact?],2,11,1,-11,19,-1,-4
N#CCCn1cc(C(=O)NCc2ccccc2)c(-c2cccs2)n1,-1,-1,-4,-6,-1,-6,1,-3,-14
O=C(NCCOC(=O)c1ccc(Cl)c(S(=O)(=O)N2CCCCC2)c1)c1ccncc1,-2,0,7,15,3,-7,28,5,-2

# Of the compounds above, 5 have an NH in an aromatic ring:
SMILES,Wee1 degr inh,14-3-3 Bad PPI,p97 ATPase inh,FXIa inh 1536,Rad51 HR inh,Mdm2 ligase inh,FXIIa inh 1536,eIF4E 4G PPI,KLK5 inh
CCOc1ccc(-c2noc(=O)[nH]2)cc1,-4,-10,2,-10,-1,5,3,4,-3
Cc1cc(C(=O)N/N=C/c2cccn2C)n[nH]1,-1,-5,1,4,8,-9,16,-3,-5
Cc1cccc(-n2cc[nH]c2=S)c1C,-3,-7,-3,11,-4,-11,4,-1,-5
O=C(Nc1sc2c(c1-c1nc3ccccc3[nH]1)CCCC2)C1CC1,0,-10,4,0,-8,·,2,-13,-1
O=C(NCc1ccccc1)c1c[nH]c2cc3c(cc2c1=O)OCCO3,1,7[fluorescence artefact?],2,11,1,-11,19,-1,-4

# The list continues:
SMILES,Wee1 degr inh,14-3-3 Bad PPI,p97 ATPase inh,FXIa inh 1536,Rad51 HR inh,Mdm2 ligase inh,FXIIa inh 1536,eIF4E 4G PPI,KLK5 inh
O=C(O)C1CCN(C(=O)c2ccccc2Cl)CC1,0,0,5,6,-1,-6,12,-4,0
O=C(/C=C/c1ccc(Cl)cc1Cl)N(Cc1ccccc1)C1CCS(=O)(=O)C1 (stereo not drawn),-4,-20,3,3,4,-2,7,14,-17
COc1ccccc1N1CCN(C(=O)CSc2nnc(NC(=O)C3CC3)s2)CC1,0,8,1,2,-5,-2,18,4,-1
COC(=O)CNC(=O)c1cccc(-c2ccc(OC)cc2)c1,-2,0,-5,4,-17,4,8,-1,3
COc1ccc(C)cc1NC(=O)CCN1CCCC1,-2,-5,3,-1,-4,-14,10,-4[fluorescence artefact?],1
CN(C)/C=N/N(C)c1ncccc1[N+](=O)[O-],1,-1,3,1,·,-8,10,0,3
O=C(c1cc(-c2ccc(Cl)cc2Cl)on1)N1CCN(C(=O)c2ccco2)CC1,-3,-5[fluorescence artefact?],0,3,8,·,10,3,2
Clc1ccc2nc(-c3ccccc3)nc(C(Cl)Cl)c2c1,1,-2,8,2,19,-14,7,2,0

# Reprinted at random: 2 records from the list.
SMILES,Wee1 degr inh,14-3-3 Bad PPI,p97 ATPase inh,FXIa inh 1536,Rad51 HR inh,Mdm2 ligase inh,FXIIa inh 1536,eIF4E 4G PPI,KLK5 inh
COc1ccccc1N1CCN(C(=O)CSc2nnc(NC(=O)C3CC3)s2)CC1,0,8,1,2,-5,-2,18,4,-1
COc1ccc(C)cc1NC(=O)CCN1CCCC1,-2,-5,3,-1,-4,-14,10,-4[fluorescence artefact?],1

# Screening data deposited in PubChem BioAssay by several laboratories.
